FadD28 FP inh: inhibitors of FadD28 bisubstrate probe binding, primary screen, biochemical, fluorescence polarization, single point; Mycobacterium tuberculosis FadD28 fatty-acid-AMP ligase; inhibition, % at 12.5 µM; hit rate 0.22% among 360,000; AID 588549, 2011; in the data active means inhibition above about 8.5%, passing the limit was not always enough; inconclusive means no clear call, values can overlap the other calls
PfHsp40 rescue: rescue of yeast from PfHsp40 toxicity, primary screen, S. cerevisiae, ATP luminescence. S. cerevisiae expressing PfHsp40, growth rescue. growth rescue, % at 12.5 µM. hit rate 0.68% among 340,000. AID 504582, 2011; in the data active means growth rescue above about 28%, passing the limit was not always enough; inconclusive means no clear call, values can overlap the other calls;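 further: yeast W303a lacking pdr1 and pdr3 grown in galactose medium; growth measured after three days at 30 °C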
BoNT A protease: BoNT/A light chain protease inhibitors, primary screen, biochemical, flow cytometry, MLPCN library. Botulinum neurotoxin type A light chain protease (Clostridium botulinum A str. ATCC 3502). multiplex microsphere protease substrate cleavage. inhibition, % at 10 µM. hit rate 0.17% among 360,000. AID 588499, 2011; further: plate controls were buffer without enzyme for full effect and enzyme alone for no effect
BoNT F protease: BoNT/F light chain protease inhibitors, primary screen, biochemical, flow cytometry, MLPCN library. Multiplex microsphere protease cleavage assay. inhibition, % at 10 µM. hit rate 0.22% among 360,000. AID 588497, 2011; in the data active means inhibition above about 35%, passing the limit was not always enough; inconclusive means no clear call, values can overlap the other calls; further: plate controls were buffer without enzyme for full effect and enzyme alone for no effect
Mtb UGM inh: M. tuberculosis UGM enzyme inhibitors, primary screen, biochemical, fluorescence polarization, single point; purified UGM, fluorescence polarization probe displacement; AID 504406, 2011; hit rate 0.06% among 320,000; inhibition, % at 10 µM; UDP-galactopyranose mutase (Mycobacterium tuberculosis (strain ATCC 25618 / H37Rv)), …; in the data active means inhibition above about 10%, passing the limit was not always enough; inconclusive means no clear call, values can overlap the other calls
Target sequence (P9WIQ1 whole entry, looked up): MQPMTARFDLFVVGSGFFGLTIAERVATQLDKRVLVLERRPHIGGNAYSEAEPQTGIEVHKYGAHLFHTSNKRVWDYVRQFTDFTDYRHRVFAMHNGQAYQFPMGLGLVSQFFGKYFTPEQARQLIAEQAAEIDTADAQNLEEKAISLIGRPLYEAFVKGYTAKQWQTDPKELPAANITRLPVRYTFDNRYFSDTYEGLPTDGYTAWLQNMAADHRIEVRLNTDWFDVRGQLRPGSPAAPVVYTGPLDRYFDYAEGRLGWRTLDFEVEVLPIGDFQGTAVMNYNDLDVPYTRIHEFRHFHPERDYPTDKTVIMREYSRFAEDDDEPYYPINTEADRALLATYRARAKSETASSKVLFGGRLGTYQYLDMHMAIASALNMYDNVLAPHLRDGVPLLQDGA
BioA inh: M. tuberculosis BioA enzyme inhibitors, primary screen, biochemical, plate reader, single point, HTS; inhibition, % at 9.99 µM; AID 602481, 2012; hit rate 0.096% among 360,000; 7,8-diaminopelargonic acid synthase BioA (Mycobacterium tuberculosis); purified M. tuberculosis BioA enzyme; in the data active means inhibition above about 40%; inconclusive means no clear call, values can overlap the other calls
Mtb FBA inh: Mtb FBA enzyme inhibitors, primary screen, biochemical, fluorescence, strain H37Rv | hit rate 2.3% among 360,000 | inhibition, % at 1 µM | AID 588726, 2011 | Fructose-bisphosphate aldolase (Mycobacterium tuberculosis (strain ATCC 25618 / H37Rv)), … | purified M. tuberculosis FBA, fluorescence read-out; in the data active means inhibition above about 27%;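 further: 0% = vehicle and 100% = reference inhibitor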
Target sequence (P9WQA3 whole entry, looked up): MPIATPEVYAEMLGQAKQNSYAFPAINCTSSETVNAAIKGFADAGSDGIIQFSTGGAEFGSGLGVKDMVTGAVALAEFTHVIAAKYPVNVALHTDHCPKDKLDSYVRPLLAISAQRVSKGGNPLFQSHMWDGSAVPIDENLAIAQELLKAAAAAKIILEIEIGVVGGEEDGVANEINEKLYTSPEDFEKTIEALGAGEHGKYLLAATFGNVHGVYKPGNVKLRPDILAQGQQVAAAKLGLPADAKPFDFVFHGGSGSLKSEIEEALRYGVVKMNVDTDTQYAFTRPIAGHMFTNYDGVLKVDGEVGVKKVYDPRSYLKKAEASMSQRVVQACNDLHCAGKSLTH
Anthrax LF prot: Bacillus anthracis LF protease inhibitors, primary screen, biochemical, multiplex microsphere, MLPCN library; AID 588501, 2011; inhibition, % at 10 µM; hit rate 0.12% among 360,000; multiplex microsphere protease cleavage assay; further: plate controls were buffer without enzyme for full effect and enzyme alone for no effect
GDH-TPI counter: GDH-TPI coupling enzyme inhibitors, primary screen, artefact control for M. tuberculosis FBA inhibitor project, biochemical, absorbance, full deck. GDH-TPI coupled enzyme counterscreen, NADH absorbance. inhibition, % at 4.8 µM. hit rate 1.2% among 360,000. AID 588335, 2011; in the data active means inhibition above about 30%;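 further: 0% = DMSO wells and 100% = wells lacking the enzyme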
An asterisk follows results filed as active; ? = inconclusive; . = not tested or not shown. Unless noted, no stated cut-off is given here; in the data, active means inhibition above about 30%; inconclusive means no clear call, values can overlap the other calls; inactive means below that.

SMILES | FadD28 FP inh | PfHsp40 rescue | BoNT A protease | BoNT F protease | Mtb UGM inh | BioA inh | Mtb FBA inh | Anthrax LF prot | GDH-TPI counter
O=C(c1ccco1)N1CCN(c2ccnc3cc(Cl)ccc23)CC1 | -3.8 | -0.4 | -0.5 | -2 | 2.5 | . | 1 | -4 | 5
O=C(COc1ccccc1)Nc1nnc(-c2ccccc2Cl)o1 | 2.9 | 0.3 | -0.4 | 1 | 6.6 | -0.5 | 5 | -3 | 2
Cc1ccc(-n2c(C)c(C)c3c(NCCO)ncnc32)cc1 | -22 | -0.2 | -0.1 | 7 | -1.3 | . | 5 | 12 | 3
CCOC(=O)c1sc(=NC(=O)c2c(F)cccc2F)n(C)c1C | -0.2 | -0.2 | -1.8 | -7 | 0.5 | -0.7 | -2 | -4 | 21
CCS(=O)(=O)c1ccc(C(=O)NC)c(Cl)c1Cl | 0.0 | -0.6 | -0.3 | -3 | 0.1 | . | 4 | -2 | 5
O=C(c1ccccc1F)N1C(=O)c2cccc3cccc1c23 | -3.3 | 0.2 | 0.7 | -5 | 1.2 | . | 0 | -4 | -6
O=C(COc1ccccc1)NCC(=O)N1CCCC(C(F)(F)F)C1 (configuration not stated) | -0.8 | 0.2 | -0.5 | -14 | . | 1.0 | 0 | 2 | 6
COC1=C(OC)C(=O)C(CCCCCCCCCCO)=C(C)C1=O | 4.1 | . | -0.8 | 0 | . | 0.1 | 0 | 0 | 5
N#Cc1cc2ccccc2nc1SCC(=O)Nc1ccccc1N1CCOCC1 | -1.7 | -0.9 | -0.6 | -3 | 1.9 | -0.1 | 3 | 0 | -1
CCCc1[nH]c2ccc(C(=O)OC)cc2c1CCC | -0.3 | 4.6 | -0.6 | -9 | 1.1 | 1.9 | 8 | -7 | 14
COC(=O)c1ccc(COn2c(=O)c(C)[n+]([O-])c3ccccc32)cc1 | 0.6 | 0.9 | 0.2 | -4 | -0.7 | -0.4 | 1 | 0 | 7
NC(c1csc(Nc2cc(Oc3ccccc3)ncn2)n1)c1ccccc1Cl (configuration not stated) | -3.0 | . | -0.8 | -12 | . | -1.8 | -1 | -2 | 8
CC(C)CSc1ncnc2c1oc1nc3c(cc12)COC(C)(C)C3 | -2.2 | 1.1 | -1.2 | -3 | 2.3 | -0.6 | 4 | 2 | -1
O=C(CSc1nnc(-c2ccco2)o1)c1ccc(O)cc1O | -1.8 | 0.1 | 0.0 | 0 | 1.2 | . | -1 | 1 | 28
O=C(Nc1ccccc1F)c1ccncc1 | 0.2 | -0.4 | -1.7 | -6 | -0.2 | -1.8 | 2 | 2 | 10

In a second layout: three of the compounds above.
Compound	FadD28 FP inh	PfHsp40 rescue	BoNT A protease	BoNT F protease	Mtb UGM inh	BioA inh	Mtb FBA inh	Anthrax LF prot	GDH-TPI counter
COC1=C(OC)C(=O)C(CCCCCCCCCCO)=C(C)C1=O	4.1	.	-0.8	0	.	0.1	0	0	5
NC(c1csc(Nc2cc(Oc3ccccc3)ncn2)n1)c1ccccc1Cl (configuration not stated)	-3.0	.	-0.8	-12	.	-1.8	-1	-2	8
CCOC(=O)c1sc(=NC(=O)c2c(F)cccc2F)n(C)c1C	-0.2	-0.2	-1.8	-7	0.5	-0.7	-2	-4	21

(listing goes on)
SMILES | FadD28 FP inh | PfHsp40 rescue | BoNT A protease | BoNT F protease | Mtb UGM inh | BioA inh | Mtb FBA inh | Anthrax LF prot | GDH-TPI counter
Cc1ccc(Cn2c(C(C)Nc3nc(-c4ccc(F)cc4)cs3)nc3cc(Cl)c(Cl)cc32)cc1 (configuration not stated) | 0.5 | -1.5 | -1.0 | -3 | 1.6 | -1.0 | 2 | -12 | -3
Cc1ccc(CN(C(=O)c2cc(=O)c3cc(C)cc(C)c3o2)C2CCS(=O)(=O)C2)cc1 (configuration not stated) | -2.0 | . | -0.6 | -21 | 5.2 | -1.5 | 2 | -6 | 4
COc1ccc(N2C(=O)C(CC(=O)Nc3ccccc3)N(Cc3ccc(OC)c(OC)c3)C2=O)cc1 (configuration not stated) | -1.0 | 1.6 | -2.9 | -19 | 1.7 | 0.0 | -1 | -1 | 3
COc1cc(OC)cc(C(=O)NC(C(=O)NNC(=O)c2cc(Cl)ccc2OC)C(C)C)c1 (configuration not stated) | -5.6 | 0.5 | -2.0 | -6 | 0.7 | -0.7 | -1 | -5 | -3
Cc1ccccc1SCC(=O)NCC1(N2CCCCC2)CCCCC1 | -0.8 | . | 0.4 | -7 | . | -4.0 | 4 | 1 | 4
O=C(Nc1ccccn1)C12CC3CC(CC(C3)C1)C2 | -3.6 | -1.2 | 0.6 | 2 | 1.8 | 0.1 | -2 | -1 | -11
O=C(CN1C2CCCC1CC(NC(=O)c1ccccc1)C2)NC1CC1 (configuration not stated) | -2.4 | 24 | -0.3 | 0 | -0.5 | . | 2 | -4 | -8
Cc1ccccc1-c1noc(CCC(=O)NC2CCCCC2)n1 | -3.7 | 0.1 | -0.3 | 6 | 4.8 | 0.1 | 0 | -9 | -13
Cc1cccc(C)c1OC(=O)c1ccccc1 | -2.3 | -1.0 | 0.5 | 4 | . | -1.9 | -2 | -2 | -5
CCOC(=O)C1(Cc2ccccc2C)CCCN(C(=O)CSC)C1 (configuration not stated) | -0.7 | 1.3 | 1.2 | ? | 1.7 | 1.6 | 2 | -4 | 4
Cn1c(-c2ccco2)n[nH]c1=S | -0.8 | -1.2 | 0.1 | 4 | 1.0 | . | 14 | -5 | -6
CCOC(=O)CSc1nnc(-c2nnc(SCC(=O)OCC)n2CC)n1CC | -3.8 | 0.7 | 11 | 14 | -2.4 | . | 3 | 5 | -13
CCOC(=O)C1CCCN(CCC(=O)Nc2ccc(Br)c(C)c2)C1 (configuration not stated) | -2.6 | -0.1 | -4.9 | 12 | 5.3 | -1.3 | 1 | 4 | 1
CC(=O)c1cccc(NC(=O)CN2C(=S)NC(C)(C)CC2C)c1 (configuration not stated) | -1.5 | 0.7 | -0.1 | -3 | -3.7 | . | 0 | -5 | -5
O=C(NCC(=O)N1CCC2(CC1)NCCc1[nH]cnc12)c1ccc(Br)cc1 | -1.3 | -0.2 | -0.2 | 0 | 1.6 | -0.2 | -1 | 1 | 1
CC(OC(=O)c1ccccc1O)C(=O)Nc1cccc(Cl)c1 (configuration not stated) | -1.6 | -0.3 | -0.5 | -3 | 4.3 | 0.0 | -1 | -2 | 1
O=C(c1ccc(Cl)cc1)c1cnc(-c2ccccc2)s1 | -1.8 | -0.7 | . | . | . | . | 4 | . | 8
COc1ccc(NC(=O)c2cccc(OS(=O)(=O)N(C)C)c2)cc1 | 1.6 | 1.0 | 0.2 | -4 | 0.9 | . | 4 | 0 | 2
CN(C)c1ccc(C(=S)N2CCN(Cc3ccccc3)CC2)cc1 | -1.7 | -0.2 | -0.2 | 3 | 3.2 | 4.2 | 3 | -7 | 10
COc1ccc(CCNC(=O)C2CCN(S(=O)(=O)N3CCCCC3)CC2)cc1OC | -0.5 | -0.6 | -0.4 | -11 | -1.8 | -1.4 | -1 | 1 | 16
O=c1[nH]c2c(oc3ccccc32)c(=O)n1Cc1ccccc1 | -0.4 | 0.1 | -0.2 | ? | -1.6 | -0.6 | 16 | 3 | 2
COc1ccc(/C=C/c2ccc3cccc(O)c3n2)cc1Br | -0.2 | . | -2.6 | -37 | -1.4 | 0.8 | -1 | 2 | 23
CCN(c1ccccc1)S(=O)(=O)c1cccc(C(=O)NCC(c2ccco2)N2CCCC2)c1 (configuration not stated) | -4.0 | -0.8 | -2.2 | -17 | -0.6 | -1.1 | 1 | -6 | 3
Fc1ccc(-c2cc(C(F)(F)F)nc(-n3cccn3)n2)cc1 | -0.7 | 1.4 | -0.3 | 1 | 1.4 | 0.8 | -2 | -2 | 12
CCCCc1nc2cc(C(=O)N3CCCCC3CCNC(C)=O)ccc2o1 (configuration not stated) | -2.8 | -1.4 | -2.0 | -11 | -0.6 | -0.4 | 1 | -1 | 4
Cc1ccc(/C=N/NC(=O)c2nnn(-c3nonc3N)c2-c2ccc3c(c2)OCO3)s1 | -9.4 | -0.8 | 0.5 | 4 | 1.7 | -1.0 | 0 | -2 | 47*
CCOc1ccc(S(=O)(=O)NCCC(=O)NCCOc2ccccc2)cc1 | -1.6 | -0.3 | 1.7 | 2 | -1.4 | . | 0 | -3 | -14
COc1cc(C2C(C(=O)c3ccco3)=C(O)C(=O)N2Cc2cccnc2)cc(OC)c1OC (configuration not stated) | 2.7 | -0.8 | 0.0 | 8 | -2.1 | -0.5 | 0 | -1 | 16
Cc1ccc(C(=O)NCC(=O)N/N=C/c2sccc2C)cc1[N+](=O)[O-] | -1.9 | -0.3 | -0.7 | -3 | -1.7 | . | 6 | -6 | 12
CNC(=O)CC(C(=O)O)c1ccc(OC(C)C)cc1 (configuration not stated) | -3.4 | -0.5 | 0.0 | -5 | -1.9 | 0.2 | 0 | -6 | -2
O=C(CNC(=O)c1cccs1)OCC(=O)c1cccs1 | -0.3 | -1.7 | 0.5 | 5 | 0.0 | -0.9 | 3 | 0 | 4
Cc1cc(C)c2nc(SCC(=O)NCCC3=CCCCC3)cc(C)c2c1 | 1.5 | 0.6 | -0.9 | -8 | 0.6 | -0.7 | 2 | -7 | 16
COC(=O)c1sc2nc(C)c([N+](=O)[O-])c(C)c2c1N | -2.3 | 4.0 | 0.5 | -1 | 1.0 | -0.9 | -2 | 0 | 16
C=CCn1c(=NC(=O)CC)n(C)c2ccccc21 | 0.7 | -1.1 | -0.2 | -2 | -1.0 | . | 3 | 2 | 3
O=C(NC1CCCCCCC1)C1CCN(S(=O)(=O)N2CCCC2)CC1 | 0.7 | -0.5 | 0.7 | -7 | 0.8 | 1.1 | 6 | 0 | -3
Cn1nc(C(=O)OCC(=O)N(Cc2ccccc2)C(C)(C)C)c2ccccc2c1=O | -6.5 | -0.8 | 1.2 | 15 | . | -0.6 | 0 | 1 | 2
COCCN(C(=O)COC(=O)C1CC(=O)N(c2ccc(C)cc2)C1)c1c(N)n(Cc2ccccc2)c(=O)[nH]c1=O (configuration not stated) | 0.1 | . | -0.1 | -11 | . | 0.5 | -1 | -7 | 8
O=C(Cc1ccc(-n2cccc2)cc1)NC1CCCCCC1 | -0.1 | -0.9 | -2.4 | -9 | 2.2 | -0.5 | 1 | -7 | 13
Cc1cc(C(=O)NCCN2CCOCC2)c2ccccc2n1 | 1.2 | 0.4 | 0.3 | -3 | 1.4 | 0.6 | 4 | -6 | 15

Part of the list above, set out differently:
Values in the order: FadD28 FP inh | PfHsp40 rescue | BoNT A protease | BoNT F protease | Mtb UGM inh | BioA inh | Mtb FBA inh | Anthrax LF prot | GDH-TPI counter
> O=C(NC1CCCCCCC1)C1CCN(S(=O)(=O)N2CCCC2)CC1
  0.7 | -0.5 | 0.7 | -7 | 0.8 | 1.1 | 6 | 0 | -3
> Cn1nc(C(=O)OCC(=O)N(Cc2ccccc2)C(C)(C)C)c2ccccc2c1=O
  -6.5 | -0.8 | 1.2 | 15 | . | -0.6 | 0 | 1 | 2
> COCCN(C(=O)COC(=O)C1CC(=O)N(c2ccc(C)cc2)C1)c1c(N)n(Cc2ccccc2)c(=O)[nH]c1=O (configuration not stated)
  0.1 | . | -0.1 | -11 | . | 0.5 | -1 | -7 | 8
> O=C(Cc1ccc(-n2cccc2)cc1)NC1CCCCCC1
  -0.1 | -0.9 | -2.4 | -9 | 2.2 | -0.5 | 1 | -7 | 13

Random draw from the library, and some 4.7% of all compounds hit somewhere here.
